# bCat nuc transl: modulators of beta-catenin nuclear translocation. AID 1665. nuclear translocation activity, % at 5 µM. HeLa beta-catenin nuclear translocation, immunofluorescence imaging. 190,000 compounds, 0.3% hits;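 active = nuclear translocation activity above 50% at 5 µM, with a well cell count of 50 or more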;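 also: per-cell ratio of nuclear to cytoplasmic median beta-catenin stain intensity; plate controls were DMSO negative control for no effect and GSK-3 inhibitor IX positive control for full effect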
#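 Test system: human HeLa cells, endogenous beta-catenin. Times: 24 h compound exposure, 37°C. Measured by: beta-catenin immunofluorescence imaging with DAPI.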
# MT stabilizer: microtubule stabilization, imaging screen; HeLa tubulin immunostaining HCS, 24 h; share of cells brighter than vehicle mean+2SD; % tubulin-high responders, % at 10 µM; 200,000 compounds, 0.83% hits; AID 2205;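 active = plate Z-score above 3 for both tubulin-high and condensed-nucleus cell shares, with cell loss under 80%, at 10 µM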;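 also: anti alpha tubulin signal scored within the nucleus-defined area of each cell; some results filed as inactive read as strong as hits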
# Salmonella PhoP GFP: inhibitors of PhoP regulon expression, primary screen, Salmonella Typhimurium, GFP reporter (AID 1863) | S. Typhimurium PhoP-regulated promoter GFP reporter, 4 h; higher % means a stronger effect | inhibition, % at 50 µM; hits with a dose series show IC50 in µM | 300,000 compounds, 0.16% hits;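 active = inhibition over 29.93%, a cutoff 3 SD above the screen mean, later confirmed by dose response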;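 also: 0% = low Mg2+ inducing control and 100% = high Mg2+ repressing control; strong numbers were not always called active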
# Autophagy HCS: autophagy modulation, high-content screen | MEF GFP-LC3 puncta imaging; test concentration mostly 10 µM | 190,000 compounds, 0.98% hits | calls only at 10 µM (by protocol) | AID 463193;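 active = percentage of spot-positive cells more than 3 SD above its plate mean, without a fluorescence outlier flag or 80% toxicity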;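 also: spot-positive cell cutoff set from DMSO-treated cells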
# Hep lipid drop: hepatic lipid droplet formation modulation. inhibition, % at 6.5 µM. AML12 mouse hepatocytes, oleate lipid droplets, BODIPY imaging. 240,000 compounds, 0.4% hits;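 active = lipid droplet intensity inhibited by at least 50%, with more than 500 cells counted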
#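 Assay system: AML12 mouse liver cells | Compound: 6.5 µM single-point dosing | Schedule: Overnight exposure | Technique: Fluorescence imaging, 20x objective, two fields per well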
# Dynein transport: blocks dynein driven cargo transport along microtubules | 3617.4 mouse cells, GR-EGFP nuclear translocation imaging; test concentration mostly 20 µM; stimulated with dexamethasone, 1 µM; stronger effect = lower value | z-score, hits read low | 220,000 compounds, 0.47% hits;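 active = plate z-score of nuclear minus cytoplasmic receptor signal below a set negative limit, without overly bright fluorescence or cell loss, cut at about -3.5 in these data, passing the limit was not always enough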;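 also: z-score of nuclear minus cytoplasmic ring GR-EGFP intensity difference per well; some compounds called inactive have numbers as strong as hits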
#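 Also added – dexamethasone, 1.0 µM final · Buffer or medium – tet-free, stripped-serum medium · Schedule – induction 48 h, compound 1 h, agonist 30 min · Detection – formaldehyde fixation, Hoechst nuclear stain, 10x automated fluorescence imaging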
# CSM14.1 death rescue: protection against thapsigargin-triggered cell killing – 384-well, CSM14.1, ATP luminescence, primary screen (AID 1222); CSM14.1 thapsigargin-induced death rescue, ATP luminescence; higher % means a stronger effect; cellular ATP content (survival), % at 20 µM, or EC50 in µM where a hit was titrated; 190,000 tested, under 10 active;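 active = EC50 below 50 µM in the dose-response confirmation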;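 also: death triggered by thapsigargin at about 15 µM added after 2 h compound pretreatment; cell ATP read after overnight thapsigargin exposure of roughly 18 to 22 hours; normalized against plate controls of thapsigargin alone and 5% DMSO vehicle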
# Insulin prom up: MIN6 insulin promoter up-regulation. MIN6 insulin promoter-GFP reporter, high-content imaging; stronger effect = higher value. z-score at 5 µM. 190,000 compounds, 0.3% hits. AID 1625;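 active = z-score above 3 at 5 µM with at least 500 cells counted in the well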
# T cell modulator: T cell immune modulators affecting CD8 T cell-vesicle binding. calls only at 7 µM. 2C CD8+ T cell-vesicle binding, flow cytometry; stronger effect = lower value. 330,000 compounds, 0.068% hits;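 active = response, share of CD8 T cells binding vesicles, and their 90th percentile fluorescence all below set limits, cut at about 80% in these data, passing the limit was not always enough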
#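 Incubation: binding step 1.5 h, 37 °C, antibody labelling 20 min, ice; system: murine 2C transgenic CD8+ T lymphocytes; technique: cytometric PE anti-B7-1 and Alexa647 anti-CD8 signals after 1% paraformaldehyde fixation; also added: QL9-charged Drosophila Ld/ICAM-1/B7-1 vesicles; control set: naked versus QL9-loaded vesicles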
# Dynein transport cytoplasmic EGFP: further read-out of Dynein transport, marked with its call; z-score; measured here: cytoplasmic GR-EGFP intensity; stronger effect = higher value
# Dynein transport nuclear GR-EGFP: recorded beside Dynein transport, whose call it bears; z-score; measured here: nuclear GR-EGFP intensity;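 lower value marks the stronger effect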
# Dynein transport cell count: recorded beside Dynein transport, whose call it bears; z-score; measured here: cell count per field
# Insulin prom up cell count: recorded beside Insulin prom up, whose call it bears; cell count; measured here: cytotoxicity, nuclei count;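 total cells summed across four imaged fields per well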
# Hep lipid drop cells 6.5 µM: also measured in Hep lipid drop; calls as there; cell count; measured here: cell count, cytotoxicity flag;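 cells counted across two imaged fields per well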
# bCat nuc transl cell count 5 µM: second read-out of bCat nuc transl, no call of its own (marks repeat the call); cell count; measured here: cell count, cytotoxicity flag
# T cell modulator vesicle-bound %: second read-out of T cell modulator, no call of its own (marks repeat the call); double positive events, %; measured here: CD8+ vesicle-bound cell fraction;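 binding gate set so that unloaded-vesicle control wells show 10% double positive cells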
# MT stabilizer Hoechst-high %: recorded beside MT stabilizer, whose call it bears; % Hoechst-high responders; measured here: nuclear condensation Hoechst responders;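 share of cells brighter than vehicle mean plus two SD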
# MT stabilizer cytotoxicity %: also measured in MT stabilizer; calls as there; toxicity, %; measured here: cytotoxicity by cell density;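 0% = mean cell density of plate MIN control wells and 100% = no cells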
# Autophagy HCS cell loss 18 h: second read-out of Autophagy HCS, no call of its own (marks repeat the call); toxicity, %; measured here: cell loss, nuclei count;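 cell loss after 18 h compound exposure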
# * = called active by the depositor; i = inactive; · = no result given; + = active, no number. Hits appear at their usual frequency, and some 3% of all compounds hit somewhere here.
SMILES,bCat nuc transl,bCat nuc transl cell count 5 µM,MT stabilizer,MT stabilizer Hoechst-high %,MT stabilizer cytotoxicity %,Salmonella PhoP GFP,Autophagy HCS,Autophagy HCS cell loss 18 h,Hep lipid drop,Hep lipid drop cells 6.5 µM,Dynein transport,Dynein transport cytoplasmic EGFP,Dynein transport nuclear GR-EGFP,Dynein transport cell count,CSM14.1 death rescue,Insulin prom up,Insulin prom up cell count,T cell modulator,T cell modulator vesicle-bound %
O=C(COc1ccccc1)Nc1nnc(-c2ccc(Cl)s2)o1,·,·,2.2,4.3,8.3,-9.1%,i,-9.4,·,·,1.45,0.19,1.26,-1.26,1.4%,0.47,860,i,55.6
Cc1cc(/C=C2\SC(=S)N(C)C2=O)c(C)n1-c1cccc(O)c1,0.5,1351,·,·,·,13.9%,·,·,-7.1,721,3.23,3.98,2.68,-2.07,·,·,·,i,39.4
O=C(Nc1ccc2nsnc2c1)c1ccc2c(c1)OCO2,2.0,1041,3.4,1.5,36.6,5.5%,i,-0.5,1.0,771,-0.121,0.131,0.0464,0.0147,0.2%,-0.64,1299,i,31.3
CCN(Cc1ccccc1)c1c(C(=O)O)cnc2c1cnn2C,-1.0,1164,1.4,0.8,1.1,3.5%,i,18.4,5.9,653,-0.424,-0.283,-0.104,0.676,-0.7%,-0.06,1445,i,49.4
CCCCOC(=O)C1=C(N)N2C(=O)C(C)SC2=C(C(=O)OCC)C1c1ccc(O)c(OC)c1 (stereo unspecified),0.0,1359,·,·,·,-2.2%,·,·,11.6,668,1.88,-0.118,1.31,-1.56,·,0.53,1124,i,41.4
COCCN(CCOC)C(=O)CCn1c(=O)oc2ccccc21,-2.3,1085,3.4,3.2,7.0,-1.1%,i,19.3,-20.7,640,-1.24,-0.251,-0.668,1.38,-1.0%,0.86,1194,i,31.3
COc1ccc(C(=O)NCc2ccc3c(c2)cc(C)n3C)cc1,-1.8,1145,4.7,1.6,13.3,0.3%,i,17.0,4.1,631,2.54,-0.183,1.92,-1.58,-3.0%,0.13,1469,i,49.3
COC(=O)c1ccccc1NC(=S)NC(C)=O,0.7,1521,6.0,2.0,9.8,5.8%,i,2.1,2.2,679,1.05,-0.294,1.18,-1.45,1.9%,-0.03,1411,i,28.1
O=C(Cn1c(COc2ccccc2)nc2ccccc21)Nc1cccc(Cl)c1,3.3,1101,3.2,2.8,6.4,16.0%,i,-0.9,11.5,662,-0.653,-0.256,-0.61,0.416,3.1%,-0.51,1492,i,29.5
Cc1nn(-c2ccccc2)c(C)c1-c1cc(C(=O)N/N=C/c2cccnc2)[nH]n1,-2.8,1085,3.4,2.2,7.9,2.9%,i,-3.4,-16.5,666,-0.167,-0.324,-0.0658,0.466,-0.8%,-0.68,1174,i,53.4
Cn1cc(C(=O)NCc2cccnc2)c(=O)c2cc(S(=O)(=O)N3CCCCCC3)ccc21,-2.4,1112,4.1,1.8,7.4,1.2%,i,4.6,-2.5,695,0.761,-0.328,-0.0481,-0.336,1.6%,-0.67,1284,i,39.3
COC(=O)c1ccccc1NC(=O)c1cc(-c2cccs2)on1,1.2,1400,7.0,6.0,1.0,-12.9%,+,60.1*,·,·,-1.05,-0.288,-0.597,1.11,2.0%,-0.31,1483,i,16.2
CCC(C)(C)n1nnnc1C(c1cccs1)N1CCN(Cc2ccccc2)CC1 (stereo unspecified),-1.4,1151,3.3,2.9,11.7,0.9%,i,8.0,·,·,0.645,-0.382,0.184,-0.193,0.3%,·,·,i,26.8
Cc1nn(-c2ccccc2)c(C)c1/C=N/NC(=O)c1cc(-c2ccc(Br)s2)[nH]n1,36.0,287,22.0,5.3,53.5,-5.4%,i,40.0,5.9,696,0.0521,-0.038,-0.0697,-0.26,-1.7%,0.1,1013,i,56.5
Cc1cc([N+](=O)[O-])c2[nH]c(C(=O)N/N=C/c3ccccc3C(=O)O)c(-c3ccccc3)c2c1,0.0,1322,3.0,1.5,4.3,-5.9%,i,7.3,·,·,1.64,-0.185,1.62,-0.549,1.0%,0.47,1213,·,·
N#Cc1c(N)sc2c1CCCCCC2,0.2,1143,3.3,2.3,11.8,3.5%,i,10.7,·,·,0.385,0.0484,0.595,-2.55,-2.2%,-0.1,1267,i,43.8
Oc1ccccc1N=Cc1c(O)ccc2ccccc12,-1.5,1129,·,·,·,-10.0%,·,·,-0.8,726,-1.52,4.21,-0.162,1.12,·,0.16,1439,·,·
c1csc(-c2nc(-c3ccncc3)no2)c1,-3.0,966,6.7,2.8,1.7,17.6%,i,6.9,·,·,-1.12,-0.146,-0.184,0.244,-2.0%,-0.92,1255,i,19.0
COC(=O)c1c(NC(=O)CC2SC(N)=NC2=O)sc2c1CCC(C(C)(C)C)C2 (stereo unspecified),-0.5,972,2.1,1.7,6.3,-15.3%,i,-12.3,11.2,624,-0.289,-0.322,-0.47,0.777,-4.1%,·,·,i,30.9
COc1ccc(C(=O)c2c[nH]c(C(=O)N=CN(C)C)c2)cc1,-2.3,1080,4.4,5.3,10.8,-3.4%,i,0.9,3.4,668,0.378,-0.37,0.662,-0.039,0.5%,-0.13,1293,i,21.7
CC(=O)NCc1c(Cl)cccc1-n1cccc1,·,·,1.9,1.9,5.2,-12.5%,i,-1.2,·,·,-0.211,0.624,-0.269,0.00399,0.9%,·,·,i,33.3
Fc1ccc2[nH]c3c(N4CCSCC4)ncnc3c2c1,-1.2,1079,4.3,2.4,0.7,-3.0%,i,8.2,-51.3,701,0.129,-0.104,0.473,-0.106,·,-1.89,825,i,10.5
Cc1sc(Nc2ccc([N+](=O)[O-])cc2)nc1-c1c(C)n(C)n(-c2ccccc2)c1=O,-3.7,1012,4.8,1.4,0.4,16.4%,i,-20.6,·,·,-0.505,-0.207,-0.392,-0.199,-0.7%,0.9,1076,i,26.7
Cc1cccc(-c2nc(CS(=O)CC(=O)NCCCSC3CCCCC3)c(C)o2)c1 (stereo unspecified),-0.7,991,5.4,3.7,6.7,-1.0%,i,1.9,·,·,-0.598,-0.0909,-0.11,0.31,0.7%,0.32,1141,i,36.2
Cc1csc(=Nc2c(C)n(C)n(-c3ccccc3)c2=O)n1Cc1ccccc1,-2.6,1013,2.3,2.3,9.5,-4.7%,i,40.0,·,·,-0.466,-0.235,-0.0743,0.458,1.0%,-0.74,1158,i,46.1

# (more compounds)
SMILES,bCat nuc transl,bCat nuc transl cell count 5 µM,MT stabilizer,MT stabilizer Hoechst-high %,MT stabilizer cytotoxicity %,Salmonella PhoP GFP,Autophagy HCS,Autophagy HCS cell loss 18 h,Hep lipid drop,Hep lipid drop cells 6.5 µM,Dynein transport,Dynein transport cytoplasmic EGFP,Dynein transport nuclear GR-EGFP,Dynein transport cell count,CSM14.1 death rescue,Insulin prom up,Insulin prom up cell count,T cell modulator,T cell modulator vesicle-bound %
Cc1cc(C(=O)C(C)OC(=O)C2=NNC(=O)CC2)c(C)n1-c1ccc(OC(F)F)cc1 (stereo unspecified),-1.6,1222,2.4,1.7,6.7,-2.8%,i,-3.2,0.7,746,-0.234,-0.133,0.265,-0.864,-3.8%,-0.22,872,i,18.8
Cc1ccc2c(c1)cc(CN(CCc1ccccc1)C(=O)N1CCOCC1)c1nnnn12,·,·,2.3,1.9,4.9,-1.2%,i,-6.9,·,·,-0.914,-0.217,-0.36,1.39,1.7%,·,·,i,54.2
COc1ccc(-c2csc(N3CCC(c4ccccc4)C3)n2)cc1 (stereo unspecified),-1.5,1293,1.6,0.9,3.1,7.0%,i,-2.6,·,·,-0.0915,-0.0576,-0.0893,0.0315,3.2%,0.22,1636,i,12.9
CCOC(=O)NC(=S)Nc1ccc(C(C)(C)C)cc1,5.0,1308,·,·,·,0.4%,·,·,-5.9,641,-0.0191,-0.13,0.459,0.246,·,0.02,1000,i,32.1
Cc1cc(C(=O)COC(=O)c2n[nH]c3ccccc23)c(C)n1CC1CCCO1 (stereo unspecified),-3.0,930,3.6,1.1,4.9,-8.1%,i,-4.4,·,·,-0.37,-0.225,-0.331,1.18,-6.1%,-1.08,802,i,57.6
CCc1nc(-c2ccc(-c3ccc(OC)cc3)nc2OC)no1,-9.6,1120,3.2,2.4,19.3,-5.7%,i,6.6,-3.7,724,1.39,-0.145,1.1,-0.785,-0.8%,·,·,i,17.2
COc1cc(/C=N/NC(=Nc2ccc(C)cc2)c2nc3ccccc3s2)ccc1O,-3.7,1102,2.7,1.7,5.0,4.0%,i,33.3,11.0,796,-0.77,-0.251,-0.383,0.76,-5.6%,-0.42,950,i,47.5
Cc1cc(C)n(C(=O)C23CC4CC(CC(C4)C2)C3)n1,-0.6,1010,2.6,1.3,9.9,-4.6%,i,-3.6,-2.9,643,0.934,-0.285,0.902,1.59,-0.6%,0.82,1939,i,16.2

# Assay outcomes as filed in PubChem.
